Screening results (PubChem BioAssay)
Giardia kill: Giardia lamblia killing. Giardia lamblia trophozoite viability. AID 540267. activity change, % at 7.66 µM, hits read low. 340,000 compounds, 0.15% hits; in the data active = activity change below about -80%; inconclusive = between about -30% and that limit;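 note: parasites exposed to compound for two days anaerobically before the ATP read; % is set by controls: 0 for no effect and ±100 for the full control effect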
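Trophozoite viability was measured as ATP-dependent luminescence, read 15-30 min after reagent addition. Before that, parasites at 100 cells/well were exposed to compounds for 48 h, anaerobically, at 37 deg C.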
MLL CXXC-DNA inh: MLL CXXC-DNA interaction inhibition; Q03164; MLL-CXXC / FITC-HOXA9 DNA fluorescence polarization; Potency, µM (titrated, usually from 115 µM), inactives show at the highest dose activity change, negative = inhibition, usual class: inhibitors; 290,000 compounds, 0.037% hits; active = well fitted inhibition curve with a large enough effect in the polarisation, with a control signal flat, not every such curve was filed as active; inconclusive = small, poorly fitted or top-dose-only effect, or effect the other way, or a change in a side signal; inactive = no such curve, though single readings can be large or run the other way; the % refers to the polarisation; note: potency is the fitted concentration of half-maximal effect
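Purified MLL-CXXC (added from a 7 uM solution) was preincubated 5 min at ambient with pinned compounds in 50 mM Tris-HCl pH 7.5, 50 mM NaCl, 1 mM DTT, 0.05% BSA. Fluorescein-labeled HOX-A9 DNA (50 nM solution) followed, 30 min, then polarization read.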
Chronic BCR inh: chronic active BCR signaling inhibition | Potency, µM (titrated, usually from 46.1 µM), inactives show at the top dose ratio change, negative = lower green/red ratio, usual class: inhibitors | ABC-DLBCL IkBa-CBG/CBR reporter, luminescence ratio, 4 h | 340,000 compounds, 0.05% hits; active = well fitted inhibition curve with a large enough effect in the signal ratio, with a control signal flat, not every such curve was filed as active; inconclusive = small, poorly fitted or top-dose-only effect, or effect the other way, or a change in a side signal; the % refers to the signal ratio;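 note: potency is the fitted concentration of half-maximal effect; plate controls were basal doxycycline-induced cells for no effect and cells given 10 µM MG132 for full effect; MG132 reads +100%, hits lower the ratio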
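TMD8 human ABC-DLBCL cells with doxycycline-inducible IκBα–green luciferase fusion and unfused red luciferase, in 0.5% FBS medium; compounds up to 46 uM, 4 h at 37C. Green/red luminescence ratio, filter-overlap corrected, fitted to concentration-response curves.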
KCNH2 WT inh: blocks the wildtype human KCNH2 potassium channel; AID 720551; 340,000 compounds, 0.37% hits; U2OS, BacMam KCNH2, thallium flux FluxOr; hits give low values; activity change, % at 1.84 µM; Q12809;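 active = maximum activity change below -70%; inconclusive = maximum activity change between -70% and -50%; inactive = maximum activity change above -50%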; note: % is set by controls: 0 for no effect and ±100 for the full control effect
Target sequence (Q12809 whole entry, looked up): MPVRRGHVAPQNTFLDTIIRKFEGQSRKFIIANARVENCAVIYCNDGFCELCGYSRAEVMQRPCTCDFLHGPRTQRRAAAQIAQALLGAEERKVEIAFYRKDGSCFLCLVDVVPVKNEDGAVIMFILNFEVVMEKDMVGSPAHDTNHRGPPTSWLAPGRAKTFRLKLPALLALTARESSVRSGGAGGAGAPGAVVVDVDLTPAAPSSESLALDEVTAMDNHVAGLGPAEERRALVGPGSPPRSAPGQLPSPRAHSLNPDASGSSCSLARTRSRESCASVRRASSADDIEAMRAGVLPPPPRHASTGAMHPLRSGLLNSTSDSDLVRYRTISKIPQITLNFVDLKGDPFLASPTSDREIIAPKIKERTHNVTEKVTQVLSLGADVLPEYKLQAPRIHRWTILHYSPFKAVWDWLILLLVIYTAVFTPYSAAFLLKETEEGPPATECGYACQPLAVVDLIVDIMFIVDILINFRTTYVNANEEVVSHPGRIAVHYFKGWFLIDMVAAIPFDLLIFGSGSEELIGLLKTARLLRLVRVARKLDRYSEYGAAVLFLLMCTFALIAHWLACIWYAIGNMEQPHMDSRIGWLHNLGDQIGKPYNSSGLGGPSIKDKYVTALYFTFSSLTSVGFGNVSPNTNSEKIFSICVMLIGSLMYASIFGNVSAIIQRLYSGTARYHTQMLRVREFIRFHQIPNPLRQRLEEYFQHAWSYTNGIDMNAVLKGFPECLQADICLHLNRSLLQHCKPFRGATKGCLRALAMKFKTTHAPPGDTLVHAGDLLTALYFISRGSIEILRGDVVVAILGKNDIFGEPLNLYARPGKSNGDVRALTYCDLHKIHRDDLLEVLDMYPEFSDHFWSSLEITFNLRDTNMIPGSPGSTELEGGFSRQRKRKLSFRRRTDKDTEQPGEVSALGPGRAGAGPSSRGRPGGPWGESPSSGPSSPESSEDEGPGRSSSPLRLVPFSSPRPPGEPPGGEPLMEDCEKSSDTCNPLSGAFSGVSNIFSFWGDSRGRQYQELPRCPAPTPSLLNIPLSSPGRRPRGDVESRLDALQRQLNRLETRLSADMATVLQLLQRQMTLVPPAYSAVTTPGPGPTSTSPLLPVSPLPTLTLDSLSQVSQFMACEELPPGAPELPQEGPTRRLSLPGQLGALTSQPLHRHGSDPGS
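U2OS cells transduced with wild-type KCNH2 virus are loaded with FluxOr dye for 45 min, and thallium flux is measured in kinetic reads before and after stimulation buffer. Rate constants are normalized to DMSO controls.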
GALK inhibitor: galactokinase (human) inhibition; P51570; Purified GALK, Kinase-Glo residual ATP luminescence; Potency, µM (top dose mostly 57.5 µM), for inactives: at the top dose activity change, negative = inhibition, most hits filed as inhibitors; 270,000 compounds, 0.007% hits; AID 1868; note: potency is the fitted concentration of half-maximal effect; % is set by controls: 0 for no effect and ±100 for the full control effect
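ATP-depletion format; final 35 uM ATP, 100 uM D-galactose, 5 nM enzyme; pH 8.0 HEPES/Mg2+ buffer; 60 min RT; luminescence read 10 min after detection reagent.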
FBPA coupling cs: counter-screen for Giardia aldolase inhibitors: coupling enzyme system; activity change, negative = inhibition, % at 58.2 µM, hits read low; coupling enzyme system counterscreen, AmpLite Red fluorescence; 290,000 compounds, 0.67% hits; AID 2472; in the data active = activity change below about -30%; note: % is set by controls: 0 for no effect and ±100 for the full control effect
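Compounds tested against the coupling enzymes alone at 57.5 uM final; readout was AmpLite Red fluorescence (525/598 nm) after 20 min at RT.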
TCR activator: T cell receptor activation; primary human leukocytes, anti-CD3, IL-2 HTRF, 48 h; Potency, µM (highest dose often 9.22 µM), for the others: at the top dose activation of IL-2 secretion, actives largely listed as activators; 330,000 tested, under 10 active; note: % of control where 0% means no effect
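IL-2 produced over 48 hr by a-CD3 bead-stimulated primary human leukocytes exposed to compounds was detected with a homogeneous time-resolved FRET immunoassay, 665nm acceptor signal after 320nm excitation.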
AT treatment: potential ataxia-telangiectasia treatment; […] A-T fibroblasts, KAP-1 phosphorylation AlphaLISA; neocarzinostatin DNA damage 30 min before lysis; Potency, µM (doses to about 57.5 µM), for the others: at the highest dose activation, actives largely listed as activators; 320,000 compounds, 0.19% hits; note: potency is the fitted concentration of half-maximal effect; % of control where 0% means no effect; nearly all actives have a fitted effect of over 45% in size
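hTERT-immortalized A-T patient fibroblasts ([…]), 500 cells/well in OPTI-MEM, 1% FBS, got compounds for 60 min, then NCS for 30 min at 37C. Lysates were then assayed for phospho-KAP-1 by AlphaLISA (anti-pKAP1 donor, anti-KAP1 acceptor beads), 6 hr at 25C.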
Tb PFK inh: inhibitors of T. brucei phosphofructokinase; O15648; T. brucei PFK, ADP-Glo luminescence; Potency, µM (series often up to 57.5 µM), for inactives: top-dose activity, negative = inhibition, most hits filed as inhibitors; 330,000 compounds, 0.17% hits; AID 485367;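 note: potency is the fitted concentration of half-maximal effect; 0% = uninhibited 1x PFK enzyme wells and -100% = no-enzyme wells; nearly all actives have a fitted effect of over 60% in size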
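PFK 1.25 nM, F6P 0.5 mM, ATP 0.1 mM, 0.1 M TEA pH 8.0, 5 mM MgCl2, 0.01% Tween20, 0.1% BSA; 45 min RT. ADP-Glo readout. qHTS titration up to 57 uM; curves fitted, compounds curve-classed.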
TSHR antagonist: blocks TSH signaling through the human TSH receptor; P16473; TSHR-expressing cells, TSH-stimulated cAMP HTRF, 2 h; hits give low values; activity change, negative = inhibition, % at 11.5 µM; 330,000 compounds, 0.2% hits; AID 504810;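 active = activity change below a set negative limit, meaning inhibition stronger than a set level, cut at about -70% in these data; inconclusive = activity change between two set negative limits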; note: % is set by controls: 0 for no effect and ±100 for the full control effect
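Read-out is FRET at 665 nm (cryptate excitation 337 nm) from a cryptate-tagged anti-cAMP antibody, competed by cell cAMP against cAMP-d2. Compounds are tested on freshly harvested TSHR cells challenged with 4nM TSH (EC80) for 2 hours at 37 deg C.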
An asterisk follows results filed as active; ? = inconclusive; . = no result given; & = joins results of further samples; [ ] = another dose, or the depositor's remark. Unless noted, calls come from the whole dose curve; as a rule, active = well fitted curve in the direction sought with a large enough effect; inconclusive = small, poorly fitted or top-dose-only effect, or another doubt; inactive = no such curve, though single readings can be large; an effect the other way counts as inactive or inconclusive.

Value order – Giardia kill	MLL CXXC-DNA inh	Chronic BCR inh	KCNH2 WT inh	GALK inhibitor	FBPA coupling cs	TCR activator	AT treatment	Tb PFK inh	TSHR antagonist
COc1ccc(CCn2c(-c3ccncc3)n[nH]c2=S)cc1OC
  -23.9	25.1%	?	2.3	0.7%	-2.0	-3.8%	2.9%	-0.1%	-5.7
CC(C)[C@H](NC(=O)OC(C)(C)C)C(=O)NCC1CCC(C(=O)N[C@@H](Cc2ccccc2)C(=O)O)CC1 (some centres not stated)
  5.1	?	-2.0%	5.9	-3.8%	1.7	0.4%	?	-4.2%	17.9
CC(C)n1cnnc1SCC(=O)NC(=O)c1ccccc1
  7.0	.	-1.0%	-16.2	.	.	-7.0%	1.7%	3.3%	1.2
O=C1/C(=C/c2ccc(O)cc2)SC(=S)N1CC1CCCO1 (configuration not stated)
  -13.1	?	?	-2.8	-0.6%	9.1	-4.0%	-7.9%	1.8%	-22.0
CC(Sc1nnc(N)s1)C(=O)Nc1nccs1 (configuration not stated)
  18.1	-4.4%	-2.0%	-7.1	-0.8%	.	-2.0%	10.0%	-0.2%	5.9
O=C(Nc1cccc(Cl)c1Cl)Nn1cnnc1
  -3.7	-7.0%	0.2%	-7.4	0.5%	2.8	-0.7%	13.1%	-5.3%	3.5
O=C(Nc1cccnc1)/C(N=Nc1c(Cl)cccc1Cl)=C(\O)c1ccccc1
  -7.4	7.0%	-2.6%	-12.5	2.4%	-0.9	-1.9%[46.1 µM]	7.5%	0.2%	0.7
CCOc1ccc(C(C(=O)NCC2CCCO2)N(Cc2cccnc2)C(=O)c2snc(C(N)=O)c2N)cc1 (configuration not stated)
  -20.6	-0.5%	4.6%	-11.9	11.8%	0.9	0.3%	5.1%	-19.3%	17.1
Cc1cccc(N2CCN(CC(=O)Nc3ccc(S(=O)(=O)N4CCOCC4)cc3)CC2)c1C
  -11.2	2.7%	-7.2%	-25.6	1.8%	.	4.9%	7.8%	0.5%	-12.7
CCN(C[C@H]1N[C@@](CC)(C(=O)OC)[C@H]2C(=O)N(C)C(=O)[C@@H]12)C(=O)NC(C)C
  -2.3	.	1.7%	0.3	.	.	3.8%	-0.5%	-0.8%	2.6
COc1ccc(CC(=O)OCC(=O)c2ccc(OC)cc2)cc1
  -2.8	-5.2%	0.5%	-2.6	.	1.5	4.9%[46.1 µM]	4.9%	-3.5%	1.7
COc1ccc(OC)c(NC(=O)CSc2nnc(Cn3nnc4ccccc43)n2C)c1
  -16.6	0.0%	-8.6%	-0.9	-1.7%	-1.8	0.5%	8.0%	2.9%	-6.3
Cc1ccc(-c2cc(C(=O)NCc3ccc4c(c3)OCO4)[nH]n2)c(O)c1C
  -1.6	0.9%	?	-7.6	2.5%	-2.2	5.6%	2.4%	-0.7%	-2.9
C/C(N)=C(/C#N)C(=O)COC(=O)c1cc2c(s1)CCCC2
  6.5	3.0%	?	-4.5	0.0%	0.1	-7.2%	3.0%	-4.8%	-11.3
Cc1ccc(O)c(-c2cc3ccccc3[nH]2)c1
  7.2	12.5%	?	29.9	2.4%	0.7	-2.7%	-1.3%	0.1%	11.9
COc1ccc(NC(=O)CSc2nc3c(c(=O)[nH]2)CCC3)cc1OC
  9.3	-2.0%	-0.8%	-20.1	0.0%	1.2	-5.0%	4.1%	7.7%	-3.1
CCOC(=O)c1ccc(NC(=O)/C=C/c2cccs2)cc1
  8.4	-0.3%	?	-10.7	0.1%	-2.6	5.3%	-6.0%	11.3%	-15.8
Cn1cc(/C=N/NC(=O)c2cc3cc(Br)ccc3o2)c2ccccc21
  10.7	13.3%	2.3%	6.0	-1.2%	-3.8	4.6%	-1.1%	1.6%	-3.3
Cc1ccc(NC(=O)CO/N=C/c2ccccc2C)c(C)c1
  -8.5	10.8%	4.2%	-14.8	1.1%	-0.3	-0.6%	2.2%	4.2%	15.4
C/C(=N/OC(=O)c1ccc(C)cc1)c1cccs1
  -11.5	14.9%	1.2%	-2.8	13.4%	0.6	-0.6%	1.2%	?	0.7
CCCCc1nnc(NC(=O)CSc2nc(O)c(-c3ccccc3)c(=O)[nH]2)s1
  0.9	20.0%	-9.8%	-8.8	1.1%	2.7	3.9%	1.7%	0.5%	0.8
CC(C)Oc1ccc(CNC(=O)CCC(=O)N2CCSc3ccccc32)cc1
  0.7	.	-11.8%	-1.9	.	4.4	-1.1%	5.1%	0.1%	9.4
O=C(CNS(=O)(=O)c1cccc(Cl)c1)Nc1ccc(-c2nc3ccccc3s2)cc1
  -13.5	35.0%[activator]	?	-7.7	-0.3%	0.0	-2.7%[46.1 µM]	3.7%	0.3%	-9.2
CN(C)CCCNc1ncnc2sc(-c3ccccc3)cc12
  -14.1	3.2%	5.0%	17.4	1.1%	-1.9	-0.4%	-7.0%	0.7%	-7.1
Cc1ccc(N2C(=O)[C@@H]3C(c4cccnc4)=NO[C@@H]3C2=O)cc1
  4.6	-1.3%	-2.7%	0.2	-1.6%	2.5	-6.1%	-7.7%	-6.6%	18.2
CCNC(=S)N(Cc1ccc2c(c1)OCO2)C1CC(=O)N(c2ccc(OC)cc2)C1=O (configuration not stated)
  1.8	3.2%	4.5%	1.0	-2.8%	-1.2	-4.2%	2.8%	-3.2%	0.7
c1cncc(CNc2ncnc3ccc(-c4ccc5c(c4)OCCO5)cc23)c1
  -13.6	.	?	.	.	.	-3.4%	-0.9%&-2.2%	-4.1%&-1.2%	-3.2&-23.6
Cc1cc(C)n(CC(O)Cn2ccc3ccccc32)n1 (configuration not stated)
  -4.2	10.4%	-6.4%	-11.2	0.0%	-1.0	.	1.1%	-4.8%	-2.5
O=S(=O)(NCc1ccccc1)c1cccc2nsnc12
  -5.8	-2.0%	6.2%	6.3	1.2%	-1.6	-5.7%	0.0%	1.2%	8.8
Cc1cc(C)c(S(=O)(=O)N(C)CC(=O)NCCN2CCOCC2)c(C)c1
  -5.3	1.7%	0.5%	4.4	6.1%	1.0	2.6%	11.9%	-0.2%	-3.8
Cc1[nH]c2ccccc2c1C(c1ccccn1)N1CCC(C)CC1 (configuration not stated)
  -13.0	6.9%	-1.5%	3.2	2.8%	1.7	-0.2%	-10.2%	-1.6%	19.9
CSc1cccc(NC(=S)N(Cc2ccccc2)Cc2ccccn2)c1
  -6.3	-2.0%	18.8%	0.3	-3.7%	0.2	-0.2%	2.8%	-0.2%	4.0
Cc1cc2nc(CCN(C(=S)NCC(C)C)C3CCCC3)[nH]c2cc1C
  -12.1	8.5%	-11.7%	0.5	-3.3%	0.9	-8.7%	-1.9%	-0.3%	5.3
COCCN1CCCC(CNCc2cn(C)nc2-c2ccc(Oc3ccccc3)cc2)C1 (configuration not stated)
  0.2	-17.1%	?	14.0	6.4%	3.0	-0.9%	6.3%	-0.1%	-1.6
Cc1cccc(N2CCN(CC(=O)N(C3CCCC3)C3CCS(=O)(=O)C3)CC2)c1C (configuration not stated)
  -16.1	.	0.6%	-12.2	.	.	-7.7%	8.6%	0.0%	-10.6
COc1ccccc1N1CCN(CC(=O)Nc2cccc(F)c2)CC1
  -19.2	1.2%	-7.2%	-1.6	-0.6%	0.8	13.2%	2.9%	14.2%	8.8
O=C(CNC(=O)Cc1cccc2ccccc12)NCc1ccc(F)cc1
  -1.8	31.2%[activator]	-24.8%	0.3	-1.1%	1.7	12.5%	-1.1%	-1.5%	9.2
CCn1c(Cc2ccccc2)nnc1SCC(=O)Nc1ccc2c(c1)OCCO2
  -13.5	-2.5%	-0.7%	2.5	2.7%	1.1	0.3%	2.9%	-8.1%	5.6
COc1cccc(N/C(SCc2ccccc2F)=C(/C#N)C(=O)NCc2cccs2)c1
  -8.2	1.1%	6.0%	-2.6	1.4%	0.2	7.6%[46.1 µM]	19.3%	-0.2%	-7.1
Cn1c2c(c(=O)n(C)c1=O)C(c1ccccc1Cl)CC(=O)N2 (configuration not stated)
  6.6	-13.6%	-3.4%	-4.3	2.9%	4.0	2.5%	-2.8%	3.4%	0.8
Cc1cc(C)cc(N2Cc3ccccc3C2)c1
  15.3	-0.8%	-4.6%	-2.9	2.2%	-7.8	0.3%	8.3%	3.8%	-0.3
CC(C)C(=O)NNc1nc2ccccc2s1
  -8.2	3.3%	?	-3.8	-0.4%	1.1	4.9%	4.7%	-4.7%	2.9
Brc1ccc(C2=Nc3ccccc3C(c3ccncc3)=NN2)cc1
  -3.2	-2.4%	8.1%	.	-1.3%	-0.4	3.6%	9.3%	-5.3%	-2.7
O=C(C1CCCN(S(=O)(=O)c2cccc3nsnc23)C1)N1CCc2ccccc21 (configuration not stated)
  -0.3	5.7%	-0.4%	22.4	-1.8%	-0.5	4.9%	-0.1%	4.4%	-8.4
CN1C(=O)CSc2ccc(NC(=O)N3CCC(N4CCCCC4)CC3)cc21
  -21.2	7.6%	3.8%	4.5	2.1%	3.5	0.8%	.	-4.6%	23.8
